Source: PubChem BioAssay (National Center for Advancing Translational Sciences (NCATS))
ALOX12 inhib: qHTS Assay for Inhibitors of 12-hLO (12-human lipoxygenase). hit rate 0.12% among 150,000. purified 12-hLO, xylenol orange hydroperoxide absorbance. Polyunsaturated fatty acid lipoxygenase ALOX12 (Homo sapiens), P18054. Potency, µM (titrated, usually from 57.1 µM), inactives show at the highest dose activity change, negative = inhibition, hits mostly inhibitors; note: potency is the fitted concentration of half-maximal effect; nearly all actives have a fitted effect of over 55% in size; many of its hits are not listed in these tables
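Hydroperoxide formation by human 12-lipoxygenase from 40 uM arachidonic acid was followed colorimetrically via ferric-xylenol orange complex, using the 573/405 nm absorbance ratio. Enzyme concentration was 150 nM, with 30 min reaction at room temperature.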
ALOX15B inhib: qHTS Assay for Inhibitors of 15-hLO-2 (15-human lipoxygenase 2) | Potency, µM (titrated, usually from 57.1 µM), inactives show at the top dose activity change, negative = inhibition, most hits filed as inhibitors | purified 15hLO-2, xylenol orange hydroperoxide absorbance | hit rate 0.56% among 110,000; note: potency is the fitted concentration of half-maximal effect; nearly all actives have a fitted effect of over 60% in size; many of its hits are not listed in these tables
Target sequence (O15296 whole entry, looked up): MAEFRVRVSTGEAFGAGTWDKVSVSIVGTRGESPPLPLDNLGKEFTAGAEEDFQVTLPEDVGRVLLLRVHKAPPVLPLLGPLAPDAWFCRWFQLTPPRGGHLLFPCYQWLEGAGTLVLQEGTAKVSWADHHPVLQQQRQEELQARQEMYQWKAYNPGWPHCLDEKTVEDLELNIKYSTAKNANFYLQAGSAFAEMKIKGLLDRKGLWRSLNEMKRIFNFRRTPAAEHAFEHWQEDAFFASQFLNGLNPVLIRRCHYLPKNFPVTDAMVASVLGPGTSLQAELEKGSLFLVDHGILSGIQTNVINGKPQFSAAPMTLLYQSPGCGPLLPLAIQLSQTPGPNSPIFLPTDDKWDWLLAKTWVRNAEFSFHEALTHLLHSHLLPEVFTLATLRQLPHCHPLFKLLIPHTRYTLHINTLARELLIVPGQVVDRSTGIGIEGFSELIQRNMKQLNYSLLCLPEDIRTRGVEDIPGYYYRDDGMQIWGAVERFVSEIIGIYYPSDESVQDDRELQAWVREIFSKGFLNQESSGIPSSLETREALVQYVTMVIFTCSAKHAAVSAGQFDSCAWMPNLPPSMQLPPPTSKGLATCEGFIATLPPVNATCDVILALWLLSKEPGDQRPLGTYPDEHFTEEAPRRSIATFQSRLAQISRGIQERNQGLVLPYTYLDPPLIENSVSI
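Purified human 15hLO-2 (50 nM final) preincubated with compounds 15 min at room temperature in 25 mM Hepes pH 7.5, 0.01% Triton X-100, then 45 uM arachidonic acid added for 90 min; hydroperoxide detected via ferrous/xylenol orange, 573/405 nm absorbance ratio.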
IMPase cell inh: qHTS Assay for Identifying the Cell-Membrane Permeable IMPase Inhibitors; Inositol monophosphatase 1 (Rattus norvegicus), P97697; CHO-M1 cells, IP1 accumulation, HTRF TR-FRET ratio; inhibition (IP1 accumulation), % at 46.1 µM; 120,000 tested, under 10 active; active = well fitted curve in the direction sought with a large enough effect in the signal ratio, not every such curve was filed as active; inconclusive = small, poorly fitted or top-dose-only effect, or a change in a side signal; inactive = no such curve, though single readings can be large or run the other way; the % refers to the signal ratio;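 note: cells stimulated with carbachol in lithium chloride buffer; plate controls were DMSO basal wells for no effect and reference inhibitor wells for full effect; higher means more IMPase inhibition seen as more IP1 and lower FRET ratio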
Target sequence (P97697 whole entry, looked up): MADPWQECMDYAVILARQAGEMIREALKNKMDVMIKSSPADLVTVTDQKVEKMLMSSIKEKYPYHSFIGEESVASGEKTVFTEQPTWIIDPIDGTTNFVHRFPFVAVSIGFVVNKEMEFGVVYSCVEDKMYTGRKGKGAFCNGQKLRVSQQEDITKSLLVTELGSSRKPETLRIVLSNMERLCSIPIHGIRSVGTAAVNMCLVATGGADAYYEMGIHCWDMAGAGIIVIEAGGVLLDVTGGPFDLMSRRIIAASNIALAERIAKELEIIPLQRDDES
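Cellular IMPase inhibition is scored as a rise in cytosolic IP1, detected by competitive TR-FRET between d2-labelled IP1 and a europium anti-IP1 antibody. M1-expressing CHO cells were stimulated with carbachol for 30 min at 37C, with lithium (50 mM LiCl) present in the buffer.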
PNC inhibitor: High Content Assay for Compounds that inhibit the Assembly of the Perinucleolar Compartment; hit rate 3.1% among 140,000; activity change (PNC), negative = inhibition, % at 10 µM; AID 2417, 2010; PC3M PTB-GFP, PNC prevalence imaging, 16 h; hits give low values;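 active = readout at or below -70, meaning at least 70% loss of cells showing the perinucleolar compartment, a nuclear body marking cancer cells; inconclusive = readout between -30 and a set limit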;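 note: plate controls were DMSO wells for no effect and camptothecin positive control wells for full effect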
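PC3M cells stably expressing PTB-GFP, 750–1000 cells/well, treated 16 h at 37 °C with compound (23 nl of library stock), in duplicate. After paraformaldehyde fixation and Hoechst stain, imaged at 20x; PNC prevalence scored by image analysis.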
* hit, by the source's call; ? = inconclusive; / = no result given; & = joins results of further samples; [ ] = dose if it differs, or a comment. Unless noted, calls come from the whole dose curve; as a rule, active = well fitted curve in the direction sought with a large enough effect; inconclusive = small, poorly fitted or top-dose-only effect, or another doubt; inactive = no such curve, though single readings can be large; an effect the other way counts as inactive or inconclusive. Unless noted, % is set by controls: 0 for no effect and ±100 for the full control effect. Not all compounds are listed; rates above refer to the full screens.

SMILES	ALOX12 inhib	ALOX15B inhib	IMPase cell inh	PNC inhibitor
CCCc1nnc(NC(=O)CCC(=O)N2CCN(CCOC(c3ccccc3)c3ccccc3)CC2)s1	-4%	/	7	-19
CNC(=O)OCCc1nccn1C	3%	/	/	14
CCCCCP(=O)(O)c1ccccc1	-4%	2%	5	24
COc1cc(C(c2c(O)c3ccccc3oc2=O)c2c(C)n(C)n(-c3ccccc3)c2=O)ccc1O (stereo not drawn)	1%	/	/	43
C=C(C)C1CNC(C(=O)O)C1CC(=O)O (stereo not drawn)	-2%	6%	/	/
O=S(=O)(Cl)c1ccccc1	-1%	-25%	/	/
CCOCCCNC(=O)C1c2cc(OC)c(OC)cc2C(=O)N2CCCCC12 (stereo not drawn)	3%	/	-11	-11
Cn1c(=O)c2c(nc(N/N=C/c3c(O)n(-c4ccccc4)c(=S)[nH]c3=O)n2C)n(C)c1=O	-6%	/	-3	16
CCNC(=O)NC(=O)C(C)OC(=O)c1c(C)nn(Cc2ccccc2)c1Cl (stereo not drawn)	-3%	/	10	?
Cc1nn(CCC#N)c2c1P(=S)(N1CCCC1)OC(c1ccc(F)cc1)=N2 (stereo not drawn)	-13%	3%	2	-2
COc1ccccc1OCC(=O)Nc1ccc(Cl)cc1C(=O)c1ccccc1	-11%	8%	-10	0
CC(C)(C)NCC(O)c1ccccc1Cl (stereo not drawn)	-2%	2%	/	/
Cc1nn(-c2ccccc2)c(Cl)c1C1C(C#N)=C(N)Oc2c1c(=O)oc1ccccc21 (stereo not drawn)	-9%	-8%	1	26
CCOC(=O)C(O)(c1ccc(NC(=O)c2ccco2)c(OC)c1)C(F)(F)F (stereo not drawn)	0%	-6%	3	?
[O-][Cl+]O	0%	-3%	/	/
C/C(=N\N1CCN(C)CC1)c1c(O)[nH]c(=O)[nH]c1=O	-3%	/	/	-121*
CC(C)(O)c1[se]c2ccccc2c1I	-3%[0.00818 µM]	-12%[0.0915 µM]	/	/
CC(C)CN(CC(C)C)c1ccc(C=C2C(=O)NC(=S)NC2=O)cc1[N+](=O)[O-]	?	10µM*	5	4
CCOC(=O)c1c(N)n(CCCOC(=O)c2ccco2)c2nc3ccccc3nc12	-3%	-19%	1	-2
CCOC(=O)C(NC(=O)CCl)(Nc1ccc(C(O)(C(=O)OCC)C(F)(F)F)cc1)C(F)(F)F (stereo not drawn)	2%	/	/	?
Cc1ccccc1C1=NCC(=O)N(CC(=O)N2CCCCC2)c2sc(C)c(C)c21	1%	-18%[11.4 µM]	-3[1.84 µM]	-14
COc1cc2c(cc1O)C[C@H]1c3c(cc(OC)c(O)c3-2)CCN1C	-11%	8%	?	/
Oc1ccc(Cl)cc1Sc1cc(Cl)ccc1O	-28%[11.4 µM]	16µM*	/	/
Cc1nn(C)c(C)c1/C=C1/CC2C3CC=C4CC(O)CCC4(C)C3CCC2(C)C1=O (stereo not drawn)	-3%	/	-4	-18
O=C1NCN(c2ccccc2)C12CCN(CCCOc1ccc(F)cc1)CC2	-15%	15%	18	/

Some of the entries so far, with bars between the fields:
mol | ALOX12 inhib | ALOX15B inhib | IMPase cell inh | PNC inhibitor
CCOCCCNC(=O)C1c2cc(OC)c(OC)cc2C(=O)N2CCCCC12 (stereo not drawn) | 3% | / | -11 | -11
Cn1c(=O)c2c(nc(N/N=C/c3c(O)n(-c4ccccc4)c(=S)[nH]c3=O)n2C)n(C)c1=O | -6% | / | -3 | 16

(continued)
SMILES	ALOX12 inhib	ALOX15B inhib	IMPase cell inh	PNC inhibitor
C[C@H]1C(=O)O[C@H]2CCN3CC=C(COC(=O)[C@](C)(O)[C@@]1(C)O)C23 (stereo partly drawn)	-4%	3%	-7	/
CCCCOCC1CO1 (stereo not drawn)	3%	-6%	/	/
COc1cc(C2SCC(=O)Nc3c2c(C)nn3-c2ccccc2)cc(OC)c1OC (stereo not drawn)	3%	-12%	0	43
Cc1ccc2c(c1)C(c1ccccc1)NCC(=O)N2 (stereo not drawn)	0%	6%	7	17
CN(C)CC/C=C1\c2ccccc2Sc2ccc(Cl)cc21	6%[11.4 µM]	20%[11.4 µM]	9[20.6 µM]	72
CCOC(=O)c1c(NC(NC(=O)CF)C(Cl)(Cl)Cl)sc2c1CCCC2 (stereo not drawn)	-5%	/	/	?
CC(C)COP(=O)(OCC(C)C)C(O)c1cccnc1 (stereo not drawn)	-1%	/	/	?
CSC(=S)NCc1c[nH]c2ccccc12	-2%[0.00818 µM]	4%[0.0915 µM]	/	/
COCCOC(=O)C1=C(N)Oc2c(c(=O)oc3ccccc23)C1c1ccncc1 (stereo not drawn)	-6%	9%[11.4 µM]	6[1.84 µM]	?
COC[C@H]1OC(=O)c2coc3c2[C@@]1(C)C1=C(C3=O)[C@H]2CCC(=O)[C@@]2(C)C[C@H]1OC(C)=O	6%	12%	34[activator]	/
CCCCC/C=C\C/C=C\C/C=C\C/C=C\CCCC(=O)NC1CC1	0%[0.00818 µM]	33%[activator][0.0915 µM]	/	/
COc1ccc(C2(C#N)CCN(C)CC2)cc1	-1%	/	/	-14
CC(=O)O[C@@H]1[C@H]2CC[C@@H]3[C@]1(C[C@@H](OC(C)=O)[C@@]1(O)C([C@@H]4O[C@@H]4C1(C)C)[C@]3(C)O)C[C@@]2(C)O (stereo partly drawn)	-2%	/	/	58
COc1ccccc1/C=N/N=C(/N)N[N+](=O)[O-]	-5%	-5%	8	-17
CN1CCC(n2nccc2N)CC1	-1%	2%	-3	-16
CCOC(=O)c1sc(N=Nc2c(O)[nH]c(=O)[nH]c2=O)c(C(=O)OCC)c1C	-3%	/	/	-18
CC(C)NS(=O)(=O)c1ccc(OCC(=O)N2CCN(C)CC2)cc1	1%	-2%	1	-5
CCCCOP(=O)(CN1CCOCC1)OCCCC	5%	12%	3	70
COc1ccc(N2C(=O)NC(=O)/C(=C/c3cccc(OC(=O)c4cccs4)c3)C2=O)cc1Cl	-19%	/	/	?
C[C@H](CC(C#N)(c1ccccc1)c1ccccc1)N1CCCCC1	1%[11.4 µM]	4%[11.4 µM]	/	/
CC1N(O)C2CCCCCC2N1O (stereo not drawn)	1%	-13%	15	32
O=c1cc(C(F)(F)F)c2cc3c4c(c2o1)CCCN4CCC3	-9%	0%	-12	23
Cc1ccc(-n2c(C)cc(/C=C3/C(=O)NC(=O)N(Cc4ccco4)C3=O)c2C)cc1	-4%	/	-8	13
c1ccc2sc(NC3=NCCN3)nc2c1	-5%	/	/	9
OCC1(CO)COC(c2cccnc2)N1 (stereo not drawn)	0%	6%	6	?

Continued:
SMILES	ALOX12 inhib	ALOX15B inhib	IMPase cell inh	PNC inhibitor
CCCOP(=O)(O)c1c([N+](=O)[O-])cc(C(F)(F)F)cc1[N+](=O)[O-] (tested in a mixture with another compound)	0%	-14%	0	-27
Cc1ccc2c(c1)CC1(CN2C)C(=O)NC(=O)N(c2cc(C)ccc2C)C1=O (stereo not drawn)	-15%	-15%	?	-15
CC(C)c1ccc(O)c(CN2CCN(c3ccccc3)CC2)c1	8%	50%[activator]	10	-30
CCOC(=O)C1SC2(C(F)(F)F)CC1(O)c1c(C)cc(C)nc1O2 (stereo not drawn)	-5%	-9%	7	?
CCOc1cc(C=O)ccc1O	-1%	-9%	/	/
C[C@@]12CC[C@H](O)C[C@@H]1CC[C@@H]1[C@@H]2CC[C@@]2(C)[C@@H](C3=CC(=O)OC3)[C@H](O)C[C@]12O	-6%[11.4 µM]	-5%[11.4 µM]	/	/
COP(=O)(OC)C(Nc1ccccn1)c1ccccc1 (stereo not drawn)	2%	/	-4	?
CN1CCN(c2ccc(C(N)=O)cc2N)CC1	-2%	0%	5	35
CC1(C)N=C(N)N=C(N)N1c1cccc(C(=O)Nc2ccc(S(=O)(=O)F)cc2)c1	7%[11.4 µM]	17%[11.4 µM]	/	/
CCOC(=O)N(c1ccccc1)P1(=S)OCCO1	-6%	2%	8	21
COc1cc(CC(=O)OCC2=C[C@H]3[C@@H]4C(C)(C)[C@]4(OC(C)=O)[C@H](OC(=O)Cc4ccccc4)[C@@H](C)[C@]3(O)[C@@H]3C=C(C)C(=O)[C@@]3(O)C2)ccc1O	-3%[0.00818 µM]	-20%[0.0915 µM]	/	/
CC(=NC(C)c1ccccc1)c1c(O)[nH]c(=O)[nH]c1=O (stereo not drawn)	-4%	-3%	-1	-20
C[C@H](NC(C)(C)C)C(=O)c1cccc(Cl)c1	5%[25.6 µM]	3%[25.6 µM]	1[20.6 µM]	/
O=C(NC(=C(Cl)Cl)P(=O)(c1ccccc1)c1ccccc1)c1ccccc1	4%	/	/	?
COc1ccc(CN2CCN(c3ccccc3)CC2)c(C)c1C	-8%	11%	8	16
Cc1c(C=O)c2ccccc2n1Cc1ccc([N+](=O)[O-])cc1	-2%	/	/	-16
c1ccc(N=NNc2ccccc2)cc1	-20%	-11%	/	/
Nc1nnc(CCN2CCCCC2)s1	2%	/	8	31
CCOC(=O)c1c(/N=C/c2c(O)n(-c3cccc(C)c3)c(=O)[nH]c2=O)sc2c1CCCC2	5%	/	/	?
CCCN1CCO[C@@H]2c3cc(O)ccc3OC[C@H]21	-3%&1%	-5%&-3%	7&-1	/
Cc1ccc(N)c(N)c1	3%	20%	/	/
CC(C)(O)C1C2OC(=O)C1[C@]1(O)CC3O[C@@]34C(=O)OC2[C@@]14C (stereo partly drawn)	0%	3%	/	/
O=P(O)(O)COc1ccccc1O	-5%	0%	-11	-14
O=C1CC(=O)N(c2ccc3c(c2)OCO3)C(=O)N1	-5%	2%	-9	-95*
CN=C(SCc1ccccc1)c1c(O)n(C)c(=O)n(C)c1=O	12%	-1%	-4	-30

(list continues)
SMILES	ALOX12 inhib	ALOX15B inhib	IMPase cell inh	PNC inhibitor
Cc1cc(/C=C2\C(=O)NC(=S)N(C)C2=O)c(C)n1C1CCCCC1	-4%	/	-2	?
O=C1C2CCN(CC2)C1Cc1ccccc1O (stereo not drawn)	-6%	6%	4	-10
CC1=CC(=C2C(=O)NC(=S)NC2=O)C=C(C(F)(F)F)N1C	-10%	?	-10	3
COc1ccc2c(c1OC)C(=O)OC2C1c2cc3c(cc2CCN1C)OCO3 (stereo not drawn)	-5%&-3%	-2%&-15%	-1	/
CC(=O)OC1(c2ccccc2)CC(C(C)(C)C)CN(C(C)(C)C)C1 (stereo not drawn)	1%	/	/	6
C[C@H]1CCCC=CC2C[C@H](O)C[C@@H]2[C@H](O)/C=C\C(=O)O1 (stereo partly drawn)	0%	15%	1	/
O=C(CN1CCCCC1)c1ccccc1Cl	-1%	/	/	45
Cc1ccc(NP(=O)(Oc2ccccc2F)Oc2ccccc2F)cc1	-4%	2%	6	-5
CCC(=O)O[C@@](Cc1ccccc1)(c1ccccc1)[C@@H](C)CN(C)C	1%[25.6 µM]	8%[25.6 µM]	0[20.6 µM]	/
Cc1ccc(C2N(c3cc(C)on3)C(=O)C3CCCN32)cc1 (stereo not drawn)	-1%	-4%	-2	-29
CCCCC1(C2CCCC2)Cc2cc(OCCCC(=O)O)c(Cl)c(Cl)c2C1=O (stereo not drawn)	-5%	-16%	/	/
CNC(=O)ON(C(=O)NC)C1N(C)C(=S)SC1(C)C (stereo not drawn)	-4%	-1%	2	16

Some of the entries so far, as comma-separated lines.
structure,ALOX12 inhib,ALOX15B inhib,IMPase cell inh,PNC inhibitor
O=C1C2CCN(CC2)C1Cc1ccccc1O (stereo not drawn),-6%,6%,4,-10
COc1ccc2c(c1OC)C(=O)OC2C1c2cc3c(cc2CCN1C)OCO3 (stereo not drawn),-5%&-3%,-2%&-15%,-1,/
CC1=CC(=C2C(=O)NC(=S)NC2=O)C=C(C(F)(F)F)N1C,-10%,?,-10,3
Cc1ccc(C2N(c3cc(C)on3)C(=O)C3CCCN32)cc1 (stereo not drawn),-1%,-4%,-2,-29
